Screens as filed in PubChem BioAssay.
KLF5 inhibitor: KLF5 expression inhibitors, primary screen, DLD-1 cells, luminescence | DLD-1 KLF5 promoter-luciferase reporter | inhibition, % at 5 µM | hit rate 0.23% among 290,000;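 active = inhibition above a per-plate limit of that plate's mean compound inhibition plus 3 SD, cut at about 60% in these data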;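 note: 0% = DMSO wells and 100% = LY294002 at 200 µM; higher means less KLF5 promoter-driven luciferase light; inactives centre near -14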
IEC-6 cytotox: cytotoxicity in IEC-6 intestinal epithelial cells, primary screen, cytotoxicity control for KLF5 inhibitor project, cell-based, luminescence; hit rate 0.78% among 290,000; IEC-6 cytotoxicity, luminescence viability; inhibition, % at 5 µM; in the data active = inhibition above about 22%;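 note: 0% = plate median of test compound wells and 100% = cytotoxic reference compound wells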
SKKanGAS inh: S. pyogenes SKKanGAS growth inhibitors in kanamycin, primary screen, streptokinase expression inhibitor project, SKKanGAS strain, BacTiter-Glo luminescence | 6 h | inhibition, % at 7.5 µM | hit rate 1.3% among 300,000 | AID 1662, 2009;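 active = mean replicate score, as percent of positive control median, at least 50; inconclusive = mean below 50 but one replicate at or above 50; inactive = mean and every replicate below 50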;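 note: strain carries kanamycin resistance gene driven by streptokinase promoter and grows in 40 µg/ml kanamycin; loss of luminescence reflects streptokinase promoter inhibition or plain growth inhibition; 0% = median of DMSO wells and 100% = positive control at its reference dose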
AI-2 QS modul: Vibrio harveyi AI-2 quorum sensing modulators, primary screen, JMH597 strain, luminescence/OD600 ratio. Vibrio harveyi JMH597 AI-2 luminescence/OD600 ratio, 9 h; active compounds read low; strain lacks LuxN and CqsS sensors; 0 = neutral-control median. activity change, % at 7.5 µM. hit rate 0.4% among 300,000. AID 2094, 2009; in the data active = activity change below about -75%, passing the limit was not always enough; inconclusive = no clear call, values can overlap the other calls;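 note: luminescence divided by OD600 gain over 9 h not by final OD600 alone; inactives centre near 13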
HIF act: HIF pathway transcriptional activators, primary screen, cell-based, U2OS HRE-luciferase, luminescence; U2OS HRE-luciferase reporter; normalized: DMSO 0%, desferrioxamine 100%; activation, % at 7.5 µM (by protocol); hit rate 0.32% among 300,000;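 active = mean activation of at least 10% of the iron chelator positive control signal, with at least half of replicates also reaching 10%; inconclusive = mean and replicate majority disagree about reaching 10%; inactive = mean and most replicates under 10%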
HSF1 inh: HSF1 inhibitors in luciferase reporter cells, primary screen, cell-based, NIH3T3, luminescence; NIH3T3-HGL HSE-luciferase, MG132-induced, luminescence 8 h; active compounds read low; activity change, negative = inhibition, % at 7.5 µM (by protocol); hit rate 0.77% among 300,000;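 active = more than half of replicate wells show activity change below -50%, luminescence cut by over half; inconclusive = some wells, but at most half, below -50%; inactive = no replicate well below -50%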;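 note: luciferase reports HSF-1 transcriptional activity via heat shock element; 0% = median of DMSO wells and -100% = zero luminescence signal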
aSyn UTR inh: MLPCN primary screen, SNCA 5' untranslated region; alpha-synuclein 5'UTR reporter, inhibitor activity; inhibition, % (tested at 7.5 µM); hit rate 0.82% among 300,000; in the data active = inhibition above about 60%; inconclusive = no clear call, values can overlap the other calls;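 note: H4 neuroglioblastoma cells stably carrying SNCA 5'UTR luciferase fusion; 0% = DMSO wells and 100% = positive control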
HSF1 activator: HSF-1 activators, primary screen, NIH3T3-HGL cells, MG132 stress, luminescence, single point | AID 504408, 2011 | hit rate 1.7% among 300,000 | NIH3T3-HGL HSF-1 luciferase reporter, 8 h; 100% = twice DMSO control signal | activation, % at 9 µM;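 active = mean replicate activation of at least 50% with a set share of replicates each reaching 50%; inconclusive = only one of those two conditions met; inactive = mean below 50% and too few replicates reaching it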;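 note: 0% = median of the neutral control wells and 100% = twice that signal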
Platelet DG rel: inhibitors of platelet dense granule secretion, primary screen, cell-based, MLPCN, human platelets; human platelet-rich plasma, SFLLRN dense granule ATP release, luminescence; inhibition, %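 (compounds screened at 7.5 µM in platelet-rich plasma)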; hit rate 0.22% among 300,000; AID 1663, 2009;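 active = mean replicate score, as percent of positive control, at or above 50; inconclusive = mean below 50 but at least one replicate at or above 50; inactive = mean and every replicate below 50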
HSP90 refold inh: HSP90 inhibitors, primary screen, cell lysate, luminescence. Heat shock protein HSP 90 (rabbit reticulocyte lysate; luciferase refolding). Rabbit reticulocyte lysate, luciferase refolding luminescence, 3 h. inhibition, % at 5.6 µM. hit rate 0.91% among 290,000. AID 1789, 2009;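 active = inhibition above the screen-wide mean plus 3 SD, computed separately per campaign, cut at about 16% in these data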;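 note: 0% = DMSO wells and 100% = 60 µM geldanamycin wells; inhibitors lower the luminescence because luciferase stays unfolded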
The depositor's hits bear a star; ? = inconclusive; nt = no result given. Rows are unselected; overall some 6% were active at least once.

SMILES | KLF5 inhibitor | IEC-6 cytotox | SKKanGAS inh | AI-2 QS modul | HIF act | HSF1 inh | aSyn UTR inh | HSF1 activator | Platelet DG rel | HSP90 refold inh
Nc1nnc(Cc2ccc(F)cc2)s1 | 1 | -6 | -5 | 13 | 0.0 | 5 | 13 | -14 | -2 | -1
CN(C)CCNC(=O)Nc1ccc(Cl)c(Cl)c1 | 21 | -2 | 5 | 16 | 0.7 | -4 | -17 | 20 | -4 | 1
COc1ccc([C@@H]2C[C@@H](c3ccccc3)Oc3cc(OC)c(OC)c(OC)c32)cc1 | nt | nt | -4 | 9 | -0.2 | 2 | 35 | 8 | 9 | nt
CCOc1cc(-c2nnc(NC(=O)c3ccco3)o2)cc(OCC)c1OCC | nt | nt | 35 | 27 | -0.1 | -7 | 11 | -12 | 16 | nt
C(=C\c1ccccc1)/C=N/Nc1nc(N2CCCCC2)nc(N2CCCCC2)n1 | 8 | -1 | 10 | 5 | 0.2 | -6 | -27 | 7 | -2 | -2
COC(=O)c1ccc(C23CC4(C2)[C@H](CN(Cc2ccc(-c5ccccc5)cc2)[C@@H]4c2ccccc2)C3c2ccc(C(F)(F)F)cc2)cc1 (some centres not stated) | nt | nt | 2 | -12 | 0.3 | 0 | 9 | -18 | 0 | nt
O=C(CC1C(=O)NCCN1C(=O)Nc1ccc(C(F)(F)F)cc1)Nc1ccc(F)cc1 (configuration not stated) | -21 | 5 | 10 | 8 | 0.0 | -3 | -25 | 8 | -7 | 1
Cc1nc(-c2ccc(Cl)cc2)sc1C1(C)CC(c2cccc(F)c2)=NO1 (configuration not stated) | nt | nt | 19 | 5 | 0.9 | 9 | -67 | 13 | 0 | nt
COc1cccc(NC(=O)Cn2c(CCC(=O)O)ccc2-c2ccccc2)c1 | -7 | -1 | -4 | 22 | -0.1 | -6 | -2 | 12 | -6 | 1
O=C(NC(=S)Nc1nc(-c2ccccc2)cs1)c1cncc(Br)c1 | -14 | 2 | 8 | 16 | nt | -2 | -44 | 25 | -22 | -4
c1ccc(OCCN2C3=NCCN3c3ccccc32)cc1 | -5 | 3 | -2 | 40 | 0.0 | -3 | -6 | -9 | 8 | 0
CSc1ccccc1NC(=O)C1CCN(S(C)(=O)=O)CC1 | -23 | 0 | -9 | 22 | 1.0 | 0 | -5 | 25 | -2 | -3
Cc1ccc(/C=C/C(=O)NCc2ccncc2)cc1 | 9 | -2 | -3 | -5 | 0.0 | 8 | -9 | 18 | 11 | 3
CCOc1ccccc1N(CC(=O)NC1CCCC1)S(=O)(=O)c1ccc(C)cc1 | 11 | 2 | 14 | 19 | -36 | -1 | 24 | 0 | 0 | 0
CC(=O)Oc1ccc(/C=N/NS(=O)(=O)c2ccc(C)cc2)c(OC(C)=O)c1 | -7 | 2 | -7 | -11 | 0.0 | -12 | 6 | -4 | 5 | 8
COc1ccc(CCn2c(C)cc(C(=O)CSc3nnnn3-c3ccccc3)c2C)cc1 | 17 | 0 | -1 | 20 | 0.2 | 1 | 28 | 7 | 1 | 5
CC(C)(C)NC(=O)CSc1nc2ccc(Nc3nc(N4CCOCC4)nc(N4CCOCC4)n3)cc2s1 | -2 | 3 | 21 | 22 | -0.2 | -8 | -3 | -6 | 13 | -2
O=C(NC1CCCCC1)c1ccccc1NC(=S)NC(=O)C1CC1 | -19 | -2 | 1 | 22 | -0.1 | 1 | 9 | 0 | -3 | 1
COc1ccc(CCNC(=O)CSc2nncs2)cc1 | -14 | 0 | 1 | 33 | 0.5 | -9 | 13 | -7 | 6 | -3
O=C(Cn1cc([N+](=O)[O-])cn1)NCc1ccc(-n2cccn2)cc1 | -7 | 7 | -3 | 9 | -0.1 | 3 | -4 | 2 | -4 | 0
O=C(c1cccs1)N1CCc2c([nH]c3ccccc23)C1c1ccc(Cl)cc1 (configuration not stated) | -11 | -1 | 23 | 17 | -0.4 | 0 | 38 | 16 | 4 | 2
CCOC(=O)C1=C(c2ccccc2)NC(SCC)=C(C#N)C1c1cccnc1 (configuration not stated) | -31 | 0 | -8 | 4 | 0.0 | 6 | -26 | 14 | -11 | 2
O=C(COC(=O)c1ccccc1Nc1ccccc1)c1ccccc1 | -25 | 3 | -3 | 34 | 0.9 | 13 | -16 | 39 | 0 | -1
COc1cccc(NC(=O)C(NCC2CCCCC2)c2ccccc2)c1 (configuration not stated) | -14 | 1 | -10 | 19 | 0.2 | 8 | 1 | -5 | 8 | 4
Cc1cc(NC(=O)CSc2nnc(C3COc4ccccc4O3)o2)no1 (configuration not stated) | -6 | 1 | 1 | -70 | 0.1 | 0 | 18 | 7 | 14 | -1
CC(=O)Nc1ccc(NC(=O)C(C)OC(=O)c2cccc(S(=O)(=O)N3CCCCCC3)c2)cc1 (configuration not stated) | nt | nt | -1 | 6 | -0.2 | -1 | 6 | -3 | 27 | nt
O=C(CNc1ccccc1F)Nc1cccc2ccccc12 | -2 | -7 | -1 | nt | 2.7 | 1 | -13 | 20 | 7 | -1
CC(Sc1nc(N)cc(=O)[nH]1)C(=O)Nc1cccc(Cl)c1 (configuration not stated) | -5 | 5 | 1 | -1 | -0.2 | 3 | -14 | 6 | -11 | -3
O=C(Nc1cccc(C(F)(F)F)c1)C(=O)N1CCCCC1 | -52 | -4 | -6 | 5 | 2.3 | 1 | -45 | 10 | 2 | -3
CCOc1ccc(N2C(=O)CC(N(O)c3ccccc3)C2=O)cc1 (configuration not stated) | -14 | 0 | 5 | -11 | 2.3 | -34 | -65 | -46 | -3 | 1
CC(=O)Cc1cc(O)c2ccccc2c1OC(=O)c1ccccc1 | -12 | 55* | -10 | 7 | 0.5 | 19 | -7 | ? | 1 | 6
O=C(Nc1ccccc1C(=O)O)c1cccc(F)c1 | -22 | 5 | -5 | 18 | -0.3 | 6 | 2 | -20 | -20 | 1
Cc1ccc2[nH]c3c(c2c1)CCN(C)C3 | -7 | 0 | -4 | 30 | -0.3 | -71* | -2 | -77 | nt | -4
O=C(OCc1cccc([N+](=O)[O-])c1)c1ccc[nH]c1=O | -27 | -2 | 1 | 19 | 0.1 | -5 | -4 | 4 | 3 | 0
CSc1ccc(CCNS(=O)(=O)c2ccc3c(c2)C(C)(C)C(=O)N3C)cc1 | -33 | -3 | -9 | 24 | nt | -2 | 10 | 20 | 5 | -2
Cc1nn(C(C)(C)C)c(C)c1/C=N/OC(=O)Nc1ccc(Cl)c(Cl)c1 | 48 | -2 | 39 | 12 | -0.2 | -95* | 29 | -96 | -4 | 78*
O=C(NCCN1C(=O)C2C3C=CC(C3)C2C1=O)N1CCCCC1 (configuration not stated) | -4 | 8 | 0 | 11 | 0.3 | -4 | 9 | -5 | 6 | 1
CC(C(=O)Nc1ccc(F)c(F)c1F)N(C)CCOc1ccccc1 (configuration not stated) | -32 | -5 | 11 | 5 | -0.2 | -4 | -16 | 7 | -2 | 1
O=C(COC(=O)c1ccccc1Oc1ccccc1)NC1CC1 | 6 | -5 | 10 | 2 | -0.1 | -2 | 2 | 30 | -1 | 0
C#CC[N+]1(CC#Cc2cccc(C)c2)CCCCC1 | 13 | 1 | -9 | -7 | 2.5 | -2 | -21 | 17 | -4 | 1
COc1ccc(CN2CCCC(CO)(Cc3ccc(F)cc3)C2)cc1C (configuration not stated) | -50 | -6 | -2 | 4 | -0.2 | 1 | 7 | 13 | 2 | -2
CCCCOC(=O)NCN1C(=O)C2C3C=CC(C3)C2C1=O (configuration not stated) | -9 | -3 | 2 | 3 | -0.2 | 0 | -11 | -13 | -1 | 0
COC(=O)c1c(NC(=O)Cc2ccc(OC)c(S(=O)(=O)N3CCOCC3)c2)sc(C)c1C | nt | nt | -8 | 19 | 0.0 | -5 | 4 | 9 | -7 | nt
COc1cc(OCc2ccccc2)c(C(=O)/C=C/c2ccc3c(c2)OCO3)c(OC)c1OC | nt | nt | -2 | 11 | -0.3 | 23 | 0 | 38 | 2 | nt
COc1ccccc1N1CCN(CC(=O)Nc2c(C)n(C)n(-c3ccccc3)c2=O)CC1 | -10 | -2 | 4 | 9 | -0.1 | -8 | -9 | -15 | -2 | -2
O=C(N1CCOCC1)C12CC3CC(C1)CC(c1ccccc1)(C3)C2 | 6 | 0 | -1 | 21 | -0.1 | -4 | 19 | 5 | 16 | 1
Nc1ccc(S(=O)(=O)NNC(=O)C(=O)NNc2ccccc2)cc1 | -6 | 4 | 0 | 9 | 0.1 | -5 | 16 | 3 | 10 | -2
Cc1ccn2cc(C(=O)Nc3ccccc3N3CCOCC3)nc2c1 | -26 | 1 | -4 | 14 | nt | 3 | -90 | 16 | 0 | -1
O=C(CSc1nnnn1-c1ccc(O)cc1)Nc1cccc(S(=O)(=O)N2CCCC2)c1 | 6 | -5 | -1 | 11 | 0.2 | -4 | 9 | 2 | -2 | -4
CCOc1ccc2nc(NC(=O)C(NS(=O)(=O)c3cccs3)C(C)C)sc2c1 (configuration not stated) | -10 | 1 | 7 | 5 | -0.5 | -6 | 26 | 6 | -6 | 0
Next part
SMILES | KLF5 inhibitor | IEC-6 cytotox | SKKanGAS inh | AI-2 QS modul | HIF act | HSF1 inh | aSyn UTR inh | HSF1 activator | Platelet DG rel | HSP90 refold inh
Cc1ccccc1-n1c(SCC(=O)c2cc(C)n(C)c2C)nnc1-c1ccncc1 | -10 | -5 | -5 | 5 | 0.0 | -1 | -26 | 6 | -5 | 1
CCOC(=O)n1c(=O)oc2cc(S(=O)(=O)N3CCCCC3)ccc21 | 3 | 1 | 0 | 16 | -0.1 | -13 | 12 | -1 | 5 | -2
CCC(=O)NS(=O)(=O)c1cccnc1Nc1ccc(Cl)cc1 | -41 | 0 | -17 | 2 | 0.2 | 0 | 10 | 3 | -6 | 0
COc1ccccc1Cc1noc(-c2cc(Cl)ccc2OC)n1 | -9 | -8 | -7 | -5 | -0.3 | 7 | 29 | 10 | -3 | -3
CCOC(=O)C1CCN(C(=O)COC(=O)c2ccc(=O)n(Cc3ccccc3)n2)CC1 | nt | nt | 6 | 13 | -0.6 | 0 | 7 | 20 | -1 | nt
O=C(O)CCCCCNC(=O)c1cccc(Br)c1 | 9 | 4 | -3 | 24 | -0.9 | -5 | 10 | -26 | 1 | -1
COc1ccc(Cl)cc1NC(=O)C1CCN(C(=O)C2CC(=O)N(c3ccc(C)cc3)C2)CC1 (configuration not stated) | 19 | -2 | 12 | 30 | 0.1 | 7 | 11 | 5 | -1 | -2
CCC(=O)NCCc1nc2ccccc2n1CC | -31 | 3 | 1 | 21 | -0.5 | -7 | -3 | -11 | -2 | 1
CN1CCN(S(=O)(=O)c2ccc(NC(=O)Nc3cccc(Cl)c3)cc2)CC1 | -8 | 4 | -10 | 22 | 0.1 | 16 | -34 | 12 | 0 | 2
